Source: PubChem BioAssay
MmCpn inh: inhibitors of Methanococcus maripaludis chaperonin (MmCpn) | purified Mm-Cpn ATPase, ADP Transcreener TR-FRET | 0.031% of 330,000 active | Potency, µM (top dose mostly 76.9 µM), for the others: at the top dose activity, negative = inhibition, usual class: inhibitors; note: potency is the fitted concentration of half-maximal effect; % is set by controls: 0 for no effect and ±100 for the full control effect; nearly all actives have a fitted effect of over 80% in size
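Quantitative HTS used 25 nM Mm-CPN and 10 uM ATP in magnesium/KCl Tris buffer, pH 7.4, with 1 mM DTT. Hydrolysis ran 30 min at 37°C; ADP was read by HTRF.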
TDP-43 yeast inh: rescues yeast growth from TDP-43 toxicity | 1.8% of 410,000 active | Potency, µM (top dose mostly 46.1 µM), without a hit: at the highest dose growth rescue (activation), most hits filed as activators | TDP-43 expressing yeast growth rescue, BacTiter-Glo, 24 h; note: potency is the fitted concentration of half-maximal effect; % of control where 0% means no effect; nearly all actives have a fitted effect of over 50% in size
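In this qHTS, compounds that restore growth of yeast expressing TDP-43 appear as activators. Cells (OD600=0.02, galactose medium, raffinose-pregrown) are incubated with compound 24 hr at 30 deg C and growth is quantified by BacTiter-Glo.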
FUS yeast rescue: suppressors of FUS proteinopathy in yeast. AID 1347120. S. cerevisiae FUS-expressing, growth rescue, OD600, 24 h. Potency, µM (top dose mostly 76.6 µM), inactives show top-dose growth rescue (activation), hits mostly activators. 0.24% of 390,000 active;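 note: potency is the fitted concentration of half-maximal effect; plate controls were DMSO vehicle for no effect and reference control for full effect; nearly all actives have a fitted effect of over 55% in size; some results filed as inactive show a strong effect at the top dose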
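Cultures pregrown in 2.5% raffinose medium are shifted to minimal medium containing 2% galactose to express toxic FUS. Compounds are tested at several concentrations. After 24hr at 30C, growth is quantified at 600 nm absorbance.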
aSyn yeast inh: alpha-synuclein toxicity inhibition in yeast | Potency, µM (top dose mostly 46.1 µM), without a hit: top-dose growth rescue (activation), hits mostly activators | AID 652106 | 0.14% of 370,000 active | Yeast expressing alpha-synuclein, growth rescue, BacTiter-Glo, 24 h; note: potency is the fitted concentration of half-maximal effect; % of control where 0% means no effect; nearly all actives have a fitted effect of over 65% in size
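Screening used galactose-induced yeast with toxic alpha-synuclein levels, exposed to compound for 24 hr at 30 deg C. Cell growth, read with BacTiter-Glo luminescence, gave the measured signal.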
GLP-1R inv ag: inverse agonists of human GLP-1 receptor. Potency, µM (series often up to 38.3 µM), for the others: at the highest dose activity change, negative = inhibition, actives largely listed as inhibitors. AID 624417. HEK293 GLP-1R CRE-luciferase, luminescence, 24 h; GLP-1R form is constitutively active. P43220. 1.6% of 410,000 active; note: potency is the fitted concentration of half-maximal effect; % is set by controls: 0 for no effect and ±100 for the full control effect; nearly all actives have a fitted effect of over 55% in size
Target sequence (P43220 whole entry, looked up): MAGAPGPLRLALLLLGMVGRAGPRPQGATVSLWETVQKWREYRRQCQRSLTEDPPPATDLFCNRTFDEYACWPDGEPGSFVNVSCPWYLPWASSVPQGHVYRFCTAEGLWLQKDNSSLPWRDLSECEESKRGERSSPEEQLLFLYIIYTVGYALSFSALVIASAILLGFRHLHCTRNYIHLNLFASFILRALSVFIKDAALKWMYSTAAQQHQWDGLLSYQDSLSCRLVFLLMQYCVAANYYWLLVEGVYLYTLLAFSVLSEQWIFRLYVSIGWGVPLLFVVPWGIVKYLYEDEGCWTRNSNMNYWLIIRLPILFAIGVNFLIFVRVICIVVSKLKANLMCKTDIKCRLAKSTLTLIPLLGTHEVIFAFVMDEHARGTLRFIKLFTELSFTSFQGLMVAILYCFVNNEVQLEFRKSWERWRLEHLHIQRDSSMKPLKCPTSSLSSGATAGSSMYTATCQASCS
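Inverse agonism was detected as reduced cAMP-driven luciferase luminescence after 24 h compound treatment. The cells were HEK293 clones expressing constitutively active human GLP-1R with the reporter. Reporter-only and GPR119 cell lines served as counterscreen controls.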
HEK293 tox: cytotoxic in the GLP-1 receptor inverse agonist counter-screen; 0.13% of 410,000 active; Potency, µM (top dose mostly 38.3 µM), without a hit: at the highest dose activity change, negative = inhibition, usual class: inhibitors; AID 624418; HEK293 cAMP-luciferase reporter cells, luminescence, 24 h;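 note: loss of luciferase light is scored as toxicity; potency is the fitted concentration of half-maximal effect; % is set by controls: 0 for no effect and ±100 for the full control effect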
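Cells in DMEM/10% Nu serum/1% pen-strep, 1536-well format. Pre-incubated 12 h, dosed with 23 nL compound, incubated a further 24 h. Luciferase detection, 12 min at room temp, luminescence.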
PTHR1 ag: activates the human parathyroid hormone receptor PTHR1; Q03431; HEK293 GP2 PTHR1 cells, GloSensor cAMP luminescence, 1 h; Potency, µM (top dose mostly 115 µM), for inactives: top-dose activation, hits mostly activators; 0.075% of 410,000 active; note: potency is the fitted concentration of half-maximal effect; nearly all actives have a fitted effect of over 55% in size; some results filed as inactive show a strong effect at the top dose; inactives centre near -15; many of its hits are not listed in these tables
Target sequence (Q03431 whole entry, looked up): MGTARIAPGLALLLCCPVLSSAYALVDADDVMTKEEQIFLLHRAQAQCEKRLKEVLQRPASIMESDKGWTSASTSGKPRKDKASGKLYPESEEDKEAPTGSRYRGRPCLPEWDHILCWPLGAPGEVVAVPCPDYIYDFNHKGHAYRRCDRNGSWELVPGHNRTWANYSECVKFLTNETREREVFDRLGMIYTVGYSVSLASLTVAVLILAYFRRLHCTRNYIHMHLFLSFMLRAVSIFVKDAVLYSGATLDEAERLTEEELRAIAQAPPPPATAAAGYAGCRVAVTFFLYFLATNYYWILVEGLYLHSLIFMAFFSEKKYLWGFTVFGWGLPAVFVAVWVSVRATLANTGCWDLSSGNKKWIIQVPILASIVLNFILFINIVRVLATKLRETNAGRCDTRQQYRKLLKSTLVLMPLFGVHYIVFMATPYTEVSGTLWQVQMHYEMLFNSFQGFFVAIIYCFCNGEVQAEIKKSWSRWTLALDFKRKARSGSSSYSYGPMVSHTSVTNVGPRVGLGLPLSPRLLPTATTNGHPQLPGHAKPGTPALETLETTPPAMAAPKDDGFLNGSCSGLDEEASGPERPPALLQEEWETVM
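HEK-293-derived GP2 cells expressing PTHR1 and a GloSensor cAMP reporter, 3,000/well, plated overnight, given luciferin plus IBMX (each 0.5 mM as added) for 1 h at 37 °C, then compound for 1 h at 37 °C. Luminescence was read after 15 min at room temperature.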
Akt phos inh: inhibitors of Akt phosphorylation. 0.32% of 360,000 active. Neuro2A IGF-stimulated pAkt S473 HTRF, 20 min; active compounds read low. activity change, % for hits at 50 µM; in the data active = activity change below about -80%; inconclusive = mostly about -51% to -80%; note: % is set by controls: 0 for no effect and ±100 for the full control effect
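Neuro2A cells (4,500/well, DMEM with 0.5% FBS) were treated with compound at a single 50 µM final concentration, stimulated with 6 nM IGF for 20 min at 37 °C, and lysed. Phospho-Akt Ser473 was read by HTRF as 665/615 ratio ×10^4.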
Abeta yeast res: restores growth of yeast expressing A-beta42 peptide | Potency, µM (series often up to 46.1 µM), inactives show at the highest dose growth rescue, hits mostly activators | AID 1347071 | yeast expressing A-beta42, growth rescue, OD600, 48 h; response scale: 0% DMSO, 100% iron-clioquinol control | 0.063% of 410,000 active; note: potency is the fitted concentration of half-maximal effect; nearly all actives have a fitted effect of over 55% in size
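Yeast A-beta toxicity model in growth medium with pinned compounds, 48 h at 30 C; growth read as absorbance at 600 nm. Normalized to FeCl3/clioquinol equimolar mix (positive) and DMSO (negative).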
* marks the source's active call; other numbers are inactive results; i = inactive; ? = inconclusive; . = no result given; [ ] = remark or other dose. Unless noted, calls come from the whole dose curve; as a rule, active = well fitted curve in the direction sought with a large enough effect; inconclusive = small, poorly fitted or top-dose-only effect, or another doubt; inactive = no such curve, though single readings can be large; an effect the other way counts as inactive or inconclusive. The list is partial; count on the stated rates, not on these rows.

SMILES	MmCpn inh	TDP-43 yeast inh	FUS yeast rescue	aSyn yeast inh	GLP-1R inv ag	HEK293 tox	PTHR1 ag	Akt phos inh	Abeta yeast res
COc1ccc(NC(=O)Nc2cc(-c3cn4cccnc4n3)ccc2OC)cc1	.	0%	-4%	-8%	-13%	-1%	-5%	.	-20%
CC(C)OC(=O)c1ccc(NC(=O)c2ccccc2)cc1	0%	-22%	6%	-5%	?	-18%	-25%	i	-24%
O=C(Nc1cccnc1)c1cc(-c2ccc(Cl)cc2Cl)on1	0%	-2%	-41%	-1%	8%	4%	i	i	-8%
COc1cccc(CC(=O)OCC(=O)NC2(C#N)CCCC2)c1	-2%	12%	.	1%	13%	-4%	-4%	i	2%
COCCN(C(=O)COC(=O)C12CC3CC(CC(O)(C3)C1)C2)c1c(N)n(Cc2ccccc2)c(=O)[nH]c1=O	.	3%	-3%	-1%	-23%	-2%	i	i	-2%
O=[N+]([O-])c1ccc(Cl)c(/C=N/n2c(COc3ccccc3)n[nH]c2=S)c1	0%	4%	.	-3%	-18%	8%	i	i	-1%
S=c1[nH]nc(Cc2ccc(Cl)cc2)o1	0%	-8%	7%	-4%	17%	-5%	i	i	1%
CCOc1ccc(S(=O)(=O)N2CCC(C(=O)N3CCc4ccccc4C3)CC2)cc1	1%	?	.	2%	?	7%	-2%	i	-5%
Cc1c(C)c2ccc(OCC(=O)N(C)C)c(C)c2oc1=O	2%	11%	1%	-4%	8%	-7%	i	i	7%
CCOC(=O)c1sc2nc(CC(=O)OC)nc(N3CCN(c4ccccn4)CC3)c2c1C	-19%	-9%	15%	0%	-22%	-5%	-12%[57.5 µM]	i	-23%
Cc1cc(NC(=O)CSc2nnc(-c3ccco3)n2N)no1	0%	22%	.	-8%	18%	-7%	i	i	-4%
COCc1c(C(=O)N2CCN(c3ncccn3)CC2)oc2ccccc12	2%	0%	20%	4%	6%	-4%	i	i	13%
CC(C)[C@H](NC(=O)[C@@H]1Cc2ccccc2CN1)C(=O)Nc1ccc2c(c1)OCO2	0%	16%	21%	-2%	4%	-31%	i	i	11%
COc1ccc(C)cc1S(=O)(=O)N1CCN(c2ccccc2)CC1	?	0%	17%	10%	-16%	0%	i	i	13%
Fc1ccccc1COc1cccc(/C=N/n2cnnc2)c1	-1%	26%	37%	15%	0%	0%	-13%[57.5 µM]	i	0%
C#Cc1ccc2c(c1)COc1c3ccccc3nn1-2	.	?	7%	1%	?	-4%	-94%[inhibitor]	i	-21%
O=C(c1ccc2c(c1)N(Cc1ccc(Cl)cc1)C(=O)c1ccccc1S2(=O)=O)N1CCOCC1	.	18%	-9%	.	13%	-3%	i	.	7%
Cc1cc(C)n2c(SCc3ccc(C#N)cc3)nnc2n1	0%	22µM*	-7%	0%	0%	0%	i	i	14%
Cn1c(=O)c(NCCc2ccccc2)c2c3c(cccc31)C(=O)c1ccccc1-2	-4%	24%	30%	10%	?	257%[activator]	-2%[57.5 µM]	i	-2%
CCN(C(=O)CN1CCCCC1)c1c(N)n(Cc2ccccc2)c(=O)[nH]c1=O	2%	15%	-2%	4%	12%	0%	i	i	-4%

Arranged by molar mass (highest first): part of the list above
SMILES	MmCpn inh	TDP-43 yeast inh	FUS yeast rescue	aSyn yeast inh	GLP-1R inv ag	HEK293 tox	PTHR1 ag	Akt phos inh	Abeta yeast res
COCCN(C(=O)COC(=O)C12CC3CC(CC(O)(C3)C1)C2)c1c(N)n(Cc2ccccc2)c(=O)[nH]c1=O	.	3%	-3%	-1%	-23%	-2%	i	i	-2%
Cc1cc(NC(=O)CSc2nnc(-c3ccco3)n2N)no1	0%	22%	.	-8%	18%	-7%	i	i	-4%
S=c1[nH]nc(Cc2ccc(Cl)cc2)o1	0%	-8%	7%	-4%	17%	-5%	i	i	1%

Further entries:
SMILES	MmCpn inh	TDP-43 yeast inh	FUS yeast rescue	aSyn yeast inh	GLP-1R inv ag	HEK293 tox	PTHR1 ag	Akt phos inh	Abeta yeast res
COC(=O)NNC(=S)Nc1ccc(Br)cc1	-10%	10%	-38%	3%	26%	3%	-21%	i	-25%
CC(=O)Nc1ccc(C(=O)OCC(=O)c2ccc(C)c([N+](=O)[O-])c2)cc1	-1%	-6%	19%	-8%	-2%	-16%	-31%[inhibitor][57.5 µM]	i	-18%
Cc1cc(-c2nnc(CCC(=O)NCCc3ccccc3F)o2)no1	-2%	-7%	.	-7%	5%	10%	-9%	i	-7%
CCOC(=O)N1CCN(C(=O)c2oc3ccc(S(=O)(=O)N4CC(C)CC(C)C4)cc3c2C)CC1 (stereo not given)	-2%	4%	40%	10%	?	-10%	-2%[57.5 µM]	i	-8%
[O-]C1=N/[N+](=C/c2ccc(Cl)c(Cl)c2)CC1	0%	-5%	8%	10%	-1%	4%	-26%[57.5 µM]	i	-7%
CC(C)(C)c1ccc(CSc2nnc(-c3ccccc3NC(=O)c3ccccc3)o2)cc1	-3%	-7%	-11%	-5%	0%	17%	i	i	17%
CSCCC(NS(=O)(=O)c1ccc2c(c1)oc(=O)n2C)C(=O)Nc1ccc(Cl)cc1 (stereo not given)	.	7%	-13%	.	-22%	-14%	-27%	.	-4%
COC(=O)c1ccc2c(=O)n(Cc3ccc(C(=O)NC(C)C)cc3)c(=S)[nH]c2c1	-1%	-5%	37%	-4%	14%	11%	-25%	i	-14%
Cc1nn(-c2ccccc2)c(C)c1NC(=O)COC(=O)c1cc(Br)ccc1O	-3%	11%	15%	-1%	-10%	0%	-72%[inhibitor]	i	-1%
CC(NC(=O)c1ccccc1)C(=O)NC1=NCCS1 (stereo not given)	0%	?	11%	5%	0%	-19%	-1%[57.5 µM]	i	5%
CC(CCc1ccccc1)NCc1ccc(Cl)cc1Cl (stereo not given)	0%	-1%	-15%	-1%	?	-12%	?	i	3%
Cc1cc(-c2ccc(S(=O)(=O)Nc3cc(Cl)ccc3C)s2)on1	.	-12%	-4%	.	?	?	i	.	-6%
COc1ccc(S(=O)(=O)Nc2cccc(F)c2)cc1C	-7%	?	-31%	9%	-27%	2%	-50%	i	?
COc1ccc(/C=C/C(=O)N2CCN(C)CC2)cc1OC	0%	13%	-19%	-2%	15%	5%	-22%	i	-4%
Cn1c(SCC(=O)NNC(=O)Cc2ccccc2)nnc1-c1ccccc1	0%	10%	3%	2%	0%	12%	-12%	i	34%
CN(CC(=O)NC1CCCCCC1)S(=O)(=O)c1ccc(F)cc1	1%	10%	6%	2%	-1%	0%	-4%	i	-18%
COc1ccc([C@@H]2CC=C(C(=O)O)[C@H](c3ccc(F)cc3)N2S(=O)(=O)c2ccc(Cl)cc2)cc1	0%	14µM*	?	-23%	3%	1%	-26%	i	4%
Cc1[nH]nc(Sc2ccccn2)c1[N+](=O)[O-]	-27%	4%	7%	1%	34%[activator]	7%	1%	i	-17%
CC1(C)CC(=O)c2ccc(O)cc2O1	1%	3%[9.22 µM]	5%	-10%	8%[7.66 µM]	-2%[7.66 µM]	i	i	6%
O=C(c1ccc([N+](=O)[O-])s1)N1CCc2ccccc21	-1%	14%	-11%	2%	28%	-1%	i	i	23%
O=S(=O)(Nc1cccc(-c2ccc3nncn3n2)c1)c1ccccc1F	3%	-1%	10%	11%	82%[activator]	4%	i	i	0%
COC(=O)c1ccc2[nH]c(C)cc(=O)c2c1	-2%	1%	7%	-5%	4%	-3%	-1%[57.5 µM]	i	2%
Cc1ccc(Nc2nnc(SCC(=O)Nc3cc(C(=O)O)ccc3C)s2)c(C)c1	-4%	6%	-13%	-1%	1%	-2%	i	i	6%
Cc1cccc(-c2nc(C#N)c(NCc3ccco3)o2)c1	-1%	7%	-12%	4%	-3%	6%	-56%[inhibitor]	i	3%
CCCn1c(SCC(=O)NNC(=O)c2ccccc2)nnc1-c1cccnc1	1%	-2%	-18%	1%	5%	8%	i	i	5%
O=C(C1CCCCC1)N1CCCc2ccccc21	0%	23%	-11%	1%	?	0%	-8%	i	11%
CN(C(=O)CSc1nnc(C(F)(F)F)n1N)C1CCS(=O)(=O)C1 (stereo not given)	0%	13%	-12%	8%	15%	3%	-2%	i	7%
CC(C)(C)n1nnnc1C1c2ccccc2C(=O)N1CCc1c[nH]c2ccccc12 (stereo not given)	.	-12%	?	5%	13%	6%	20%	i	0%
Cc1ccc(NS(=O)(=O)c2cc(C(=O)NCc3ccccn3)ccc2Cl)cc1C	1%	-9%	21%	14%	3%	-2%	i	i	8%
Cc1cccc(NC(=O)CCN2CCN(c3ccccc3F)CC2)c1	.	3%	-6%	.	-23%	1%	i	.	-10%
O=C(CN1CCN(c2ccccc2)CC1)Nc1ccccc1Cl	0%	10%	-22%	6%	-25%	1%	-35%[inhibitor]	i	6%
O=C(NCc1ccncc1)c1cc(C(=O)C2CCCCC2)c[nH]1	1%	1%	-2%	-2%	-8%	-27%	-4%	i	-6%
C=CCn1c(SCC(=O)Nc2ccc(N3CCOCC3)cc2)nc2ccccc2c1=O	1%	-13%	25%	3%	28%	-14%	i	i	1%
COc1ccc(/C=C/C(=O)OCC(=O)N2CCN(S(=O)(=O)c3ccc(C)cc3C)CC2)cc1OC	.	20%	-14%	3%	-21%	-25%	-20%	i	4%
N#CC1(NC(=O)COc2ccc3ccc(=O)oc3c2)CCCCC1	-2%	12%	-7%	1%	10%	-1%	i	i	4%
Cc1c(CN2CCC(n3nccc3NC(=O)CCc3ccccc3)CC2)cnn1C	-1%	4%	14%	-4%	0%	-21%	-3%	i	17%
Cc1cc(C)c(C)c(S(=O)(=O)N2CCNC(=O)C2)c1C	.	15%	11%	6%	9%	3%	i	i	-1%
